Screens: PubChem BioAssay, several laboratories
HMGR II inh: blocks class II HMG-CoA reductase of Enterococcus faecalis; AID 1066; purified E. faecalis HMGR, NADPH absorbance 340 nm kinetic; 190,000 compounds, 0.41% hits; inhibition, % at 10 µM;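 active means inhibition above a set limit, the median over all tested compounds plus 3 SD, cut at about 9.5% in these data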;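 further: enzyme runs in reverse so mevalonate oxidation gives rising NADPH absorbance; 0% = complete reaction with DMSO and 100% = background rate lacking mevalonate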
TNAP inh hi DEA: inhibitors of human TNAP at high phosphate acceptor concentration | inhibition, % at 20 µM | P05186 | 200,000 compounds, 0.03% hits | purified TNAP, CDP-star luminescence, 1 M DEA;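 active means over 50% inhibition of tissue-nonspecific alkaline phosphatase at 20 µM in the single-dose screen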;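 further: plate controls were DMSO wells for no effect and EDTA-quenched wells as full inhibition for full effect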
TNAP inh no acc: inhibitors of human TNAP without phosphate acceptor; P05186; purified TNAP, CDP-star luminescence, 30 min; inhibition, % at 20 µM; 200,000 compounds, 0.26% hits; AID 1012;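 active means tissue-nonspecific alkaline phosphatase inhibition above about 50% at 20 µM in the single-dose screen, limit read from the data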;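 further: 0% = DMSO negative control and 100% = EDTA positive control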
Redox H2O2 prof: compounds producing H2O2 with reducing agent – biochemical, NIH compound library profiling, artefact control for MLSCN library redox annotation, primary screen. DTT-dependent redox cycling H2O2, phenol red/HRP absorbance; 100% = 100 µM peroxide control, 0% = buffer. 200,000 compounds, 0.03% hits. activation, % at 10 µM;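 active means activation of at least 50% relative to the plate's high and low controls in the primary single-dose screen; inactive means activation below 50%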;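 further: compound incubated with DTT at 0.8 mM final as the reducing agent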
Hsp70 activator: transcriptional activators of Hsp70 | activation, % at 10 µM | HeLa Hsp70 promoter luciferase reporter, luminescence; scaled: vehicle 0, proteasome-inhibitor control 100% | AID 1203 | 200,000 compounds, 0.04% hits;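 active means activation above the mean across all tested compounds plus 3 SD, cutoff set per campaign, cut at about 5.5% in these data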;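 further: 100% = MG132 at 30 µM as the positive control and 0% = DMSO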
RAM network inh: inhibitors of the yeast RAM network | S. cerevisiae dse1pr::URA3 reporter, 5-FOA growth OD615, 2 d; analog-sensitive cbk1-as2 kinase mutant strain | inhibition, % at 50 µM | 190,000 compounds, 1.8% hits | AID 868;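 active means inhibition above a set limit, 3 SD over mean compound inhibition, cut at about 8.4% in these data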;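 further: 0% = DMSO-only wells with no growth and 100% = 10 µM 1-NA-PP1 full growth; inhibition rescues growth on 5-FOA so higher OD means more RAM inhibition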
S1P3 antagonist: blocks the human S1P3 receptor | 170,000 compounds, 0.27% hits | CHO S1P3 NFAT-BLA reporter, FRET fluorescence, antagonist mode | Q99500 | inhibition, % at 4.98 µM;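 active means inhibition above the plate cutoff, the mean inhibition of test wells on that plate plus 3 SD, cut at about 28% in these data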;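 further: cells challenged with S1P at its EC80 of 0.8 µM; blue over green emission ratio from cleaved BLA substrate after 4 h stimulation; 0% = S1P-stimulated wells and 100% = unstimulated DMSO-only wells; some compounds past the cut are filed as inactive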
Target sequence (Q99500 whole entry, looked up): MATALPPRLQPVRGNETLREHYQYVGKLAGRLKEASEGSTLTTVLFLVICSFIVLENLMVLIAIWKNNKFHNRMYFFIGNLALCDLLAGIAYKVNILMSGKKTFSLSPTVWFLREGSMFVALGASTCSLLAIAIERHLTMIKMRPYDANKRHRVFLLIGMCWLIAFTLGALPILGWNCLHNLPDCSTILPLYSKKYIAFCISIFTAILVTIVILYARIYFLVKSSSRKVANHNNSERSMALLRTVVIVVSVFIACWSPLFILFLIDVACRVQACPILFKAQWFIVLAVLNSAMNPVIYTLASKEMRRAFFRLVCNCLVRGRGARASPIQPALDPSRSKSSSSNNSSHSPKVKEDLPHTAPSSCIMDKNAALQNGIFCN
PMI act hi M6P: increases human PMI activity with near-saturating mannose 6-phosphate. AID 1216. activation factor at 20 µM. coupled PMI enzyme assay, resazurin fluorescence, 20 min; active compounds read high; 1 = untreated enzyme, 0 = substrate-free blank. 190,000 compounds, 0.34% hits;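 active means activation factor of 2 or more at 20 µM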
Target sequence (P34949 whole entry, looked up): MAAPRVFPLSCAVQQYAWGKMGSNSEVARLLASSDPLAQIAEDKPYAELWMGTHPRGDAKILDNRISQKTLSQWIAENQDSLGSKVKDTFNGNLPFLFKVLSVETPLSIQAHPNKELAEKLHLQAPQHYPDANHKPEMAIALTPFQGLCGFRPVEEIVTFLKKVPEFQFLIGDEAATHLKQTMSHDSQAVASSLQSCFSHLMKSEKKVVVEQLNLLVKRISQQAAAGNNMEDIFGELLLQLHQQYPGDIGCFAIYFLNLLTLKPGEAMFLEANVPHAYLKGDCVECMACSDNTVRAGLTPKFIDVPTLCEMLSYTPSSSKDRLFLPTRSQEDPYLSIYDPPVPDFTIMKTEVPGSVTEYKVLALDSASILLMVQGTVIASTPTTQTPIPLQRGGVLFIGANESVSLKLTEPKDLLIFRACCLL
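Material: human phosphomannose isomerase with PGI, G6PDH, diaphorase coupling enzymes / Reagent: Man-6-P substrate 1.0 mM / Dosing: single compound dose of 20 µM, 1% DMSO final / Incubation: enzyme reaction with compound 20 min at room temperature / Signal: resorufin fluorescence (Ex 544/Em 590 nm) from resazurin via diaphorase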
Lmaj promast: inhibitors of Leishmania major promastigote growth; Leishmania major promastigotes, resazurin fluorescence viability; inhibition, % at 10 µM; 200,000 compounds, 9% hits; AID 1063; in the data active means inhibition above about 50%;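 further: promastigotes grown with compound for 44 hours at 28 °C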
PMI activator: phosphomannose isomerase (human) activation; P34949; purified human PMI, coupled resazurin fluorescence, 20 min; active compounds read high; 1 = vehicle control, 0 substrate-free wells; activation factor at 20 µM; 190,000 compounds, 0.005% hits; AID 1214;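 active means activation factor of 2 or more at 20 µM, relative to plate controls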
Active calls of the source: *; . = not tested or not shown. Rows were taken by chance; any-hit rate near 12%.

no.	Compound	HMGR II inh	TNAP inh hi DEA	TNAP inh no acc	Redox H2O2 prof	Hsp70 activator	RAM network inh	S1P3 antagonist	PMI act hi M6P	Lmaj promast	PMI activator
1	CCCCC(CC)C(=O)Nc1ccc(C)c(O)c1 (stereo unspecified)	-5	-5	-2	0.7	-0.3	2.1	-6	1	-1	1
2	Cc1ccc(C(=O)N/N=C/c2ccc(N3CCOCC3)cc2)c(C)c1	-4	-5	-12	-0.6	0.2	2.3	-7	1.1	-9	1.1
3	CCOC(=O)CSc1nnc(CSc2nc3sc4c(c3c(=O)[nH]2)CCC4)n1C	-1	-4	-12	0.4	-0.5	8.7*	3	0.9	-7	0.9
4	COc1ccc(CCN2C(=O)CC(NCc3ccc4c(c3)OCO4)C2=O)cc1OC (stereo unspecified)	-3	-6	-10	0.0	0.2	1.4	-8	0.5	-4	0.7
5	O=C(CSCc1cccc(Cl)c1)N1CCN(Cc2ccc3c(c2)OCO3)CC1	-3	-9	-8	0.0	-0.2	2.5	.	1	91*	1
6	CC(C)(C)c1ccc(CS(=O)(=O)CC2(O)CCN(C(=O)c3cccc(C(F)(F)F)c3)CC2)cc1	-4	-5	-12	-7.2	-0.1	6.6	.	1.1	-8	1.1
7	Cc1ccc(O)c(NC(=O)c2noc3c2CCCCC3)c1	-4	-3	1	-0.4	0.2	1.0	-9	0.9	11	0.9
8	Cc1ccc(CNc2ccc3c(c2)OCO3)cc1	-5	4	-4	0.5	-0.2	0.9	0	1.3	100*	1
9	CCCCCCN(C(=O)CCCCCN1C(=O)NC(c2ccc(-c3ccccc3)cc2)C(C(=O)OCc2ccccc2)=C1C)C(C(=O)NCCCC)c1ccc(O)cc1 (stereo unspecified)	-6	-4	-7	1.6	-0.1	4.8	-8	0.9	-4	1
10	Cc1ccc(-n2nnc3c(=O)n(CC(=O)c4ccccc4)cnc32)cc1	-7	-3	10	2.1	-0.3	6.6	.	1	-1	0.9
11	CCn1nc(NC(=O)C2CCCO2)c2cc3cc(C)ccc3nc21 (stereo unspecified)	-5	-9	-22	-0.6	0.1	1.0	-14	1	19	1
12	Cc1ccc(OCc2nc(-c3ccccn3)no2)c(Br)c1	2	-4	-9	-0.7	-0.7	-0.2	23	1	-3	1
13	Cc1nn(-c2ccc(Cl)cc2)c2[nH]c(=O)c(CNCc3ccc4c(c3)OCO4)cc12	-2	-7	-19	1.8	0.1	0.1	-9	1.1	24	1.1
14	O=c1c(-c2n[nH]c(=S)n2-c2ccccc2)cccn1Cc1cccc(Cl)c1	-7	-3	15	-2.4	-0.3	2.2	0	1	-9	1
15	FC(F)(F)c1nnc2c(Sc3ccccc3)nc3ccc(Cl)cc3n12	-1	-3	-3	16	0.0	2.3	.	1	8	1
16	CC(/C=N/NC(=S)Nc1cccc(S(=O)(=O)N(C)C)c1)c1ccccc1 (stereo unspecified)	-2	0	-14	-0.2	-0.2	0.5	-4	1	8	1
17	O=C1CC(c2ccc3c(c2)OCO3)CN1 (stereo unspecified)	1	-1	-10	-1.3	-0.1	0.7	-3	1.1	-6	1
18	NC(=O)CC[C@@H]1NC(=O)[C@H](Cc2ccc(O)cc2)NC(=O)c2cc([N+](=O)[O-])cc(F)c2OCC[C@@H](C(N)=O)NC1=O	-2	-2	-6	0.5	-0.3	1.8	-8	1.2	-4	1.2
19	CCC(=O)Nc1cc(SCCO)cc([N+](=O)[O-])c1	1	0	-6	-12	-0.3	0.2	.	1	-3	1.1
20	Cc1cc(/C=C2/NC(=O)N(Cc3ccccc3F)C2=O)c(C)n1C	-1	-3	-10	0.1	-0.1	1.2	-2	0.9	-5	1.1
21	Cc1ccc(C(c2nnnn2Cc2cccs2)N2CCN(C(=O)c3ccco3)CC2)cc1 (stereo unspecified)	-2	-1	-15	1.4	-0.2	1.1	11	1	58*	0.9
22	CCCNS(=O)(=O)c1ccc(CCC(=O)N2CCOCC2)cc1	-5	1	-8	2.2	-0.2	2.1	-11	1	1	1
23	O=C(Nn1c(-c2ccccc2)nc2ccccc2c1=O)c1cccs1	-3	-2	-5	0.0	0.0	-0.3	-5	0.9	-3	0.9
24	O=C(CC1Nc2ccccc2NC1=O)Nc1cc(Cl)cc(Cl)c1 (stereo unspecified)	3	-3	-14	6.2	-0.4	3.0	.	0.9	51*	0.9
25	Cc1occc1-c1nnc(SCCCC(=O)c2ccc(F)cc2)n1C	0	3	15	-0.9	-0.3	2.3	.	1.1	1	1.2
26	CN1CCN(Cc2nc3c([nH]2)c(=O)[nH]c(=O)n3C)CC1	-3	-2	-6	-1.7	0.0	1.0	-20	1	-3	0.9
27	O=C(Nc1ccc(Cc2ccc(NC(=O)C3CC3)c(O)c2)cc1O)C1CC1	-6	-5	-12	0.3	-0.1	1.0	-16	0.9	52*	0.9
28	CN(C)N1C(=O)CC(NNC(=O)c2ccncc2)C1=O (stereo unspecified)	-4	-3	-8	0.1	-0.3	2.5	-3	1	-2	1
29	Cc1nc(-c2ccc(NS(=O)(=O)c3ccccc3)cc2)cs1	-8	-4	1	-1.1	-0.4	1.4	-18	0.9	3	1
30	COc1cccc(NC(=O)CSc2nc3n[nH]c(C)c3c(=N)n2-c2cccc(OC)c2)c1	.	-2	-4	-0.9	-0.5	4.3	6	0.9	15	0.8

Given with two lines to a compound: part of the list above
Second line of a record – HMGR II inh | TNAP inh hi DEA | TNAP inh no acc | Redox H2O2 prof | Hsp70 activator | RAM network inh | S1P3 antagonist | PMI act hi M6P | Lmaj promast | PMI activator
22) CCCNS(=O)(=O)c1ccc(CCC(=O)N2CCOCC2)cc1
 : -5 | 1 | -8 | 2.2 | -0.2 | 2.1 | -11 | 1 | 1 | 1
24) O=C(CC1Nc2ccccc2NC1=O)Nc1cc(Cl)cc(Cl)c1 (stereo unspecified)
 : 3 | -3 | -14 | 6.2 | -0.4 | 3.0 | . | 0.9 | 51* | 0.9
30) COc1cccc(NC(=O)CSc2nc3n[nH]c(C)c3c(=N)n2-c2cccc(OC)c2)c1
 : . | -2 | -4 | -0.9 | -0.5 | 4.3 | 6 | 0.9 | 15 | 0.8
27) O=C(Nc1ccc(Cc2ccc(NC(=O)C3CC3)c(O)c2)cc1O)C1CC1
 : -6 | -5 | -12 | 0.3 | -0.1 | 1.0 | -16 | 0.9 | 52* | 0.9

(continued)
no.	Compound	HMGR II inh	TNAP inh hi DEA	TNAP inh no acc	Redox H2O2 prof	Hsp70 activator	RAM network inh	S1P3 antagonist	PMI act hi M6P	Lmaj promast	PMI activator
31	O=C(NC(c1ccccc1)c1ccccc1)C1CCCN(S(=O)(=O)c2cnc[nH]2)C1 (stereo unspecified)	-4	0	-5	-1.0	0.0	1.1	-29	1	-6	1
32	CN1CCN(c2ccc(Cl)cc2NC(=O)C2COc3ccccc3O2)CC1 (stereo unspecified)	2	-2	-3	-0.6	-0.3	1.5	.	0.9	99*	0.9
33	Cc1cc(NC(=O)c2cc(C)on2)no1	-2	1	-6	-0.6	-0.3	2.4	-20	0.8	-1	0.8
34	COc1cccc(N(CC(=O)N2CCN(C)CC2)S(=O)(=O)c2ccc(C)cc2)c1	-4	-4	-10	0.0	0.0	1.2	13	1	0	0.9
35	Cc1nc2nc3c(c(=O)n2[nH]1)CCC3	-5	-7	-14	-1.3	-0.2	1.4	15	0.9	-10	0.9
36	NC(=O)c1ccc(C23CC4CC(CC(C4)C2)C3)o1	-1	-2	-6	-0.6	-0.3	2.5	-23	1	6	1.1
37	COC(=O)Cc1[nH]nc2c1C(c1c[nH]c3ccccc13)C(C#N)=C(N)O2 (stereo unspecified)	-3	2	5	1.1	0.0	0.9	-12	0.6	11	0.8
38	Cc1ccc2nc(N/N=C/c3ccccc3F)nc(-c3ccccc3)c2c1	-5	0	-7	0.5	-0.4	-0.9	-10	0.8	-6	0.8
39	Cc1c(N(C)C(=O)C23CC4CC(CC(C4)C2)C3)c(=O)n(-c2ccccc2)n1C	-1	-5	-12	-1.4	-0.1	-0.1	-9	1	-3	1.1
40	O=C(O)CCc1nc(-c2cccs2)no1	-2	-2	-7	1.8	-0.3	0.0	9	0.9	-6	1
41	NS(=O)(=O)c1cccc(NC(=O)COc2ccc([N+](=O)[O-])cc2)c1	-4	4	-10	-0.2	-0.2	1.3	-12	1.1	4	1.1
42	COc1cc(NC(=O)CN2CCCCC2)c(C)cc1[N+](=O)[O-]	1	0	-8	0.5	-0.2	2.2	13	1	2	0.9
43	CC1Cc2ccccc2N1C(=O)CCn1c(=O)oc2ccccc21 (stereo unspecified)	-10	2	2	-0.8	0.6	1.5	.	1	0	1
44	CCn1nc(NC(=O)c2ccco2)c2cc3ccc(C)cc3nc21	1	-3	-2	-1.3	-0.1	3.0	-21	1	12	1.1
45	COCCN(C(=O)CSc1nnc(-c2ccccc2F)n1C)c1c(N)n(Cc2ccccc2)c(=O)[nH]c1=O	1	-2	-12	-1.4	-0.2	-0.2	-5	1	-6	1.1
46	CC(=O)Nc1nc(-c2ccccc2)ns1	-6	-3	-7	2.5	-0.2	3.1	.	0.9	3	0.9
47	CC(C)(C)C1CCc2c(C(=O)NNC(=O)CCC(=O)O)csc2C1 (stereo unspecified)	2	-2	-8	0.1	-0.5	0.8	-10	0.9	-5	1
48	COc1ccc2[nH]c(=O)c(C(c3nnnn3CC3CCCO3)N3CCCCC3)cc2c1 (stereo unspecified)	-1	-6	-10	-0.1	-0.1	0.9	-7	0.9	-7	0.9
49	COC(=O)C1C(=O)CC(C)(O)C(C(=O)OC)C1/C=C/c1ccccc1 (stereo unspecified)	-4	-4	-1	-2.4	0.0	4.2	14	1	-3	1
